SW480 rereplic = inducers of DNA re-replication in SW480 colon cancer cells. SW480 DNA re-replication, Hoechst DNA content imaging, 48 h. Potency, µM (series often up to 46.1 µM), for the others: at the highest dose re-replication activation, hits mostly activators. 1.8% of 340,000 active. AID 624297; also: potency is read from the fitted curve at half-maximal effect; % of control where 0% means no effect; nearly all actives have a fitted effect of over 55% in size
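First, 250 cells per well were seeded. Next, compound or vehicle (23 nL) was pinned in, plates sat 48 hr at 37 C. Finally Hoechst was added for 40 min before fluorescence scanning.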
KB-V1 MDR tox = KB-V1 MDR subline cytotoxicity | KB-V1 MDR cells viability, CellTiter-Glo, 72 h | Potency, µM (series often up to 46.1 µM), for inactives: at the highest dose activity change, negative = cytotoxicity, hits mostly cytotoxic | 3.4% of 400,000 active; also: potency is read from the fitted curve at half-maximal effect; % is scaled to controls: 0 for no effect and ±100 for the full control effect; nearly all actives have a fitted effect of over 60% in size
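Readout: CellTiter-Glo luminescence, 10 min after addition. Cells: KB-V1 MDR subline, 72 h at 37 degrees C with compound. Analysis: corrected, normalized data fitted to concentration-effect curves.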
DRD3 agonist = agonists of human D3 dopamine receptor | AID 652048 | max activation, % | P35462 | 0.58% of 410,000 active | D3R DiscoveRx beta-arrestin cells, luminescence, 90 min; in the data active = max activation above about 30%; also: 0% is about no effect; mostly tested at two doses, the higher about 12 µM
Target sequence (P35462 whole entry, looked up): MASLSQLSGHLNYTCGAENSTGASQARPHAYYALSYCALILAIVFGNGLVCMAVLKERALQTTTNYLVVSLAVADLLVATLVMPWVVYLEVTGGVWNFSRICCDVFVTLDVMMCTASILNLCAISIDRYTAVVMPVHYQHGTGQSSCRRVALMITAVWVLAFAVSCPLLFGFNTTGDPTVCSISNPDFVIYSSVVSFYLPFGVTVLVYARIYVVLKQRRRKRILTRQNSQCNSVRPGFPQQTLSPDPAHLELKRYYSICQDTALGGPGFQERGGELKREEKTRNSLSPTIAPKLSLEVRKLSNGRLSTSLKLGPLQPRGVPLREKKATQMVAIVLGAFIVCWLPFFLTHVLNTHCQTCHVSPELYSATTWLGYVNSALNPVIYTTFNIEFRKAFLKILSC
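Agonist mode: compounds and dopamine controls were applied to plated cells for 90 min at 37 degrees C after an overnight attachment at 1500 cells/well. Luminescent read-out followed 30 - 60 minutes at room temperature with DiscoveRx detection reagent.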
GLP1R ag = agonists of human GLP-1 receptor; P43220; HEK293 GLP-1R CRE-luciferase, luminescence, 4-6 h; cells express a hypersensitive GLP-1R form; Potency, µM (series often up to 45.6 µM), for inactives: at the top dose activation, usual class: activators; 0.007% of 380,000 active; AID 624172; also: potency is read from the fitted curve at half-maximal effect; % of control where 0% means no effect
Target sequence (P43220 whole entry, looked up): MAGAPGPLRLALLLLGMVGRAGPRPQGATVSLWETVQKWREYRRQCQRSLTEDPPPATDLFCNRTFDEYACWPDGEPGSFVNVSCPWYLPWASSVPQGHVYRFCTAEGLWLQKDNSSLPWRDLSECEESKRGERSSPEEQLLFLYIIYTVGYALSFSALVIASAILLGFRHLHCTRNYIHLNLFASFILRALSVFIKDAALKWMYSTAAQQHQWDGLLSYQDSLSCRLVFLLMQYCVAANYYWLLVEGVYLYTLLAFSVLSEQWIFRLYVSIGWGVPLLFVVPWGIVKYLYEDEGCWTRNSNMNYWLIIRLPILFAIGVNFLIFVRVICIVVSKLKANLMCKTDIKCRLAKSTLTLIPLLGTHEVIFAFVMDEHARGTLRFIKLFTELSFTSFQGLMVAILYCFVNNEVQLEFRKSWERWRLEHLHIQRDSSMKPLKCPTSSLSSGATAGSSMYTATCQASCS
KB-3-1 tox = KB-3-1 parental cell cytotoxicity; KB-3-1 viability, CellTiter-Glo ATP luminescence, 72 h; Potency, µM (top dose mostly 46.1 µM), without a hit: at the top dose activity change, negative = cytotoxic, actives largely listed as cytotoxic; 1.4% of 400,000 active; AID 1347075; also: potency is read from the fitted curve at half-maximal effect; % is scaled to controls: 0 for no effect and ±100 for the full control effect; nearly all actives have a fitted effect of over 60% in size
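Cytotoxicity measured as CellTiter-Glo luminescence after 72 h at 37 C. Compound titrations were pinned onto drug-naive KB-3-1 parental adenocarcinoma cells grown in DMEM with 10% FBS, and normalized data fitted to concentration-response curves.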
D3 antag = D3 dopamine receptor (human) antagonism. D3R cells, DiscoveRx beta-arrestin luminescence, antagonist mode; stronger effect = lower value. 2.5% of 360,000 active. AID 652054. P35462. max response, negative = inhibition, %; in the data active = max response below about -50%; inconclusive = no clear call, values can overlap the other calls; also: % is scaled to controls: 0 for no effect and ±100 for the full control effect; mostly tested at two doses, the higher about 12 µM
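Cells expressing the human receptor were seeded at 1500 cells/well, incubated overnight at 37 degrees C in 5% CO2, then exposed to library compounds with dopamine controls for 90 minutes at 37 degrees C before luminescent detection.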
HT1080 IDH1KD tx = toxicity to HT-1080 IDH1 knockdown cells (counter line) | HT-1080 IDH1 knockdown viability, ATP luminescence, 48 h | Potency, µM (titrated, usually from 46.1 µM), inactives show top-dose activity, negative = toxicity, hits mostly cytotoxic | 2% of 360,000 active;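 also: potency is read from the fitted curve at half-maximal effect; 0% = DMSO wells and -100% = cell-free medium wells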
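CellTiter-Glo luminescence after 48 h compound exposure at 37 degrees C of IDH1-knockdown HT-1080 cells in 5% FBS RPMI. %Activity scaled between DMSO wells and cell-free media wells, with curves fitted and assigned curve classes.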
IL1B secr inh = inhibitors of inflammasome signaling (IL-1 beta secretion). THP-1 LPS/ATP IL-1B secretion, AlphaLISA, 16 h; stronger effect = lower value. activity change, % at 57.5 µM. 4.7% of 360,000 active. AID 743279; in the data active = activity change below about -50%; inconclusive = mostly about -30% to -49%; also: % is scaled to controls: 0 for no effect and ±100 for the full control effect
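THP-1 cells pretreated 1 hr with compounds (up to 57.5 uM final), then stimulated with LPS (250 ng/mL final) plus ATP (1.25 mM final); secreted IL-1B measured by AlphaLISA after 16 hr, decreased signal indicating inhibition.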
HT1080NT lethal = kills 2HG-producing HT-1080-NT fibrosarcoma cells; HT-1080-NT fibrosarcoma viability, CellTiter-Glo ATP luminescence, 48 h; Potency, µM (doses to about 46.1 µM), without a hit: at the highest dose activity, negative = less viability, actives largely listed as cytotoxic; 1.6% of 360,000 active;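 also: NT is the 2HG producing partner of a matched IDH1 knockdown line; potency is read from the fitted curve at half-maximal effect; 0% = DMSO-treated cells and -100% = media-only wells without cells; nearly all actives have a fitted effect of over 55% in size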
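Luminescent CellTiter-Glo readout after 48 hours of compound exposure at 37 degrees C defined viability of HT-1080-NT cells. Activity was normalized to DMSO wells and cell-free media wells; concentration-response curves were fitted and assigned curve classes.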
Starred values were filed as active, the others as inactive; ? = inconclusive; . = not tested or not shown; & = joins results of further samples; [ ] = dose if it differs, or a comment. Unless noted, calls follow the shape of the dose curve; as a rule, active = well fitted curve in the direction sought with a large enough effect; inconclusive = small, poorly fitted or top-dose-only effect, or another doubt; inactive = no such curve, though single readings can be large; an effect the other way counts as inactive or inconclusive.

molecule,SW480 rereplic,KB-V1 MDR tox,DRD3 agonist,GLP1R ag,KB-3-1 tox,D3 antag,HT1080 IDH1KD tx,IL1B secr inh,HT1080NT lethal
COCCn1c(N)c(N(Cc2ccccc2)C(=O)CSCC(=O)Nc2ccc(C)cc2)c(=O)[nH]c1=O,-7%,2%,-12,0%,0%,-11,-1%,0,-6%
Cc1ccc(C)c(-c2csc(NC(=O)c3cnccn3)n2)c1,-2%,?,9,2%,-19%,-8,-8%,-12,0%
O=Cc1ccccc1-c1cn(CCCOCc2ccccc2)nn1,-14%,19%&-27%,-3,2%,-3%&1%,-10,0%,12,-1%
Cc1n[nH]c(=S)n(/N=C/c2ccccn2)c1=O,4%,26%,3,1%,7%,?,-2%,19,-17%
CCOC(=O)Cc1csc(NS(=O)(=O)c2cccc([N+](=O)[O-])c2)n1,?,?,2,-4%,25%,6,17%,-7,11%
O=C(Nc1cccc(O)c1)C(Cc1ccccc1)N1C(=O)c2cccc3cccc(c23)C1=O (stereo not drawn),3%,-27%,-3,2%,5%,2,-14%,47,-21%
O=c1c2c(nc3cc(-c4ccccc4)[nH]n13)CCC2,-2%,24%,-2,-5%,-10%,4,-2%,19,-1%
CCN(CC(=O)NCc1cccs1)C(=O)c1ccc(NS(=O)(=O)c2ccc(F)cc2)cc1,-3%,-9%,-20,-1%,-9%,-1,-4%,7,-8%
O=[N+]([O-])c1ccc2c(c1)N([O-])C1(CCCCC1)[N+]2=O,?,3%,-13,-3%,0%,3,-3%,.,-22%
CCOc1ccc(N2C(=O)c3ccccc3C2=O)cc1,-12%,5%,-2,-9%,-5%,12,11%,-20,19%
Cc1ccc(Nc2nc(-c3c(C)n(C)n(-c4ccccc4)c3=O)c(C)s2)cc1,2%,3%,0,12%,3%,-15,-5%,-5,-10%
CC(C)(CNC(=O)c1cccc(F)c1)CNC(=O)c1cccc(F)c1,11%,?,-19,-5%,0%,-18,11%,1,-7%
COc1ccc(C(=O)CSc2nnc(-c3ccccn3)n2Cc2ccco2)cc1,-1%,18µM*,-1,8%,-4%,7,3%,10,6%
CCC(Sc1nncn1C)C(=O)Nc1nnc(-c2ccccc2Cl)s1 (stereo not drawn),9%,-6%,-13,5%,-4%,0,6%,-6,20%
Cc1nn(-c2ccccc2)c(Cl)c1C(=O)Nc1nnc(C2CCCC2)s1,-4%,-29%,0,-6%,12%,47,-18%,-12,-4%
COC(=O)c1cccc(Oc2nc3c(c(=O)n(C)c(=O)n3C)n2C(C)C)c1,-1%,0%,1,10%,-5%,1,-2%,33,-3%
CCc1noc(C)c1C(=O)N(CC)CC(=O)Nc1ccccc1C(F)(F)F,-5%,-2%,-14,23%,-6%,-18,-2%,-11,-7%
Cc1ccc(-c2nnc(N3CCN(C(=O)CSc4ncn[nH]4)CC3)c3ccccc23)cc1,?,19%,5,5%,?,9,?,?,-1%
CCN(C(=O)COC(=O)CSc1ccc([N+](=O)[O-])cc1)C1CCS(=O)(=O)C1 (stereo not drawn),-7%,?,-11,6%,-6%,-22,-1%,12,-4%
CCOc1ccc(N=c2scc(-c3ccc(OC)cc3)n2CCO)cc1,2%,0%,-3,0%,?,-15,-16%,?,-23%
CCOC(=O)C1CCN(C(=O)CCc2nnc3ccc(NCCCN4CCCC4=O)nn23)CC1,-2%,8%,-1,-1%,6%,-5,17%,-18,-3%
CC1(C)CC(CC(=O)NNc2nc(-c3ccccc3)cs2)C(=O)O1 (stereo not drawn),-2%,2%,2,-1%,2%,-1,-6%,-9,0%
CNC(=O)c1ccccc1Nc1ccc(SC(F)F)cc1,13%,?,-4,2%,-1%,-16,-2%,-22,?
CCCCOC(=O)C(C)Nc1n[nH]c(=S)[nH]c1=O (stereo not drawn),-3%,20%,-9,-5%,5%,-17,-4%,6,-6%
CCOC(=O)c1cccc(NC(=O)c2cccnc2)c1,-15%,-3%,-8,-1%,-4%,-9,29%,0,17%

Compounds from the list above with two or more sulfur atoms (four):
molecule,SW480 rereplic,KB-V1 MDR tox,DRD3 agonist,GLP1R ag,KB-3-1 tox,D3 antag,HT1080 IDH1KD tx,IL1B secr inh,HT1080NT lethal
CCOC(=O)Cc1csc(NS(=O)(=O)c2cccc([N+](=O)[O-])c2)n1,?,?,2,-4%,25%,6,17%,-7,11%
CCN(CC(=O)NCc1cccs1)C(=O)c1ccc(NS(=O)(=O)c2ccc(F)cc2)cc1,-3%,-9%,-20,-1%,-9%,-1,-4%,7,-8%
CCC(Sc1nncn1C)C(=O)Nc1nnc(-c2ccccc2Cl)s1 (stereo not drawn),9%,-6%,-13,5%,-4%,0,6%,-6,20%
CCN(C(=O)COC(=O)CSc1ccc([N+](=O)[O-])cc1)C1CCS(=O)(=O)C1 (stereo not drawn),-7%,?,-11,6%,-6%,-22,-1%,12,-4%

Ordered by number of heavy atoms (ascending): 3 of the compounds above.
molecule,SW480 rereplic,KB-V1 MDR tox,DRD3 agonist,GLP1R ag,KB-3-1 tox,D3 antag,HT1080 IDH1KD tx,IL1B secr inh,HT1080NT lethal
O=[N+]([O-])c1ccc2c(c1)N([O-])C1(CCCCC1)[N+]2=O,?,3%,-13,-3%,0%,3,-3%,.,-22%
Cc1nn(-c2ccccc2)c(Cl)c1C(=O)Nc1nnc(C2CCCC2)s1,-4%,-29%,0,-6%,12%,47,-18%,-12,-4%
CCOC(=O)C1CCN(C(=O)CCc2nnc3ccc(NCCCN4CCCC4=O)nn23)CC1,-2%,8%,-1,-1%,6%,-5,17%,-18,-3%

The listing continues:
molecule,SW480 rereplic,KB-V1 MDR tox,DRD3 agonist,GLP1R ag,KB-3-1 tox,D3 antag,HT1080 IDH1KD tx,IL1B secr inh,HT1080NT lethal
CCCCCCCCCn1cc(C(C)=O)c(=O)[nH]c1=O,-7%,-5%,1,-5%,-6%,14,5%,13,5%
O=C(CSc1ccc(F)cc1)NC12CC3CC(CC(C3)C1)C2,4%,-26%,5,21%,-15%,-8,-16%,?,5%
Cc1occc1C(=O)N(C)Cc1nc(-c2ccc(Cl)cc2)no1,-3%,?,7,5%,-25%,-3,-11%,32,-2%
Cc1nc(CSc2nsc(/C=C/N(C)C)c2C#N)cs1,-4%,-2%,-3,10%,31%,-9,13%,2,7%
CCOc1ccc(C2(C)CC(=O)N(C)C2=O)cc1 (stereo not drawn),-5%,12%,3,-1%,6%,10,5%,9,5%
O=S(=O)(c1ccc(Br)s1)N1CCN(c2ccc(F)cc2)CC1,-1%,-5%,-14,14%,-5%,-16,9%,-29,-10%
COC(=O)c1ccc(O)c(Sc2cc(C(=O)OC)ccc2O)c1,-7%,20%,11,-13%,10%,154,8%,-3,2%
COC(=O)C1CCN(C(=O)Cc2ccc(OC)c(OC)c2)CC1,2%,-11%,-1,-18%,9%,13,5%,12,12%
O=C(CSC1CC(=O)N(c2ccc(C(=O)O)cc2)C1=O)Nc1ccc(Cl)cc1 (stereo not drawn),-60%[inhibitor],7%,-1,-4%,2%,-3,-10%,7,-3%
O=C(OCc1cc(=O)n2cc(Br)ccc2n1)c1ccc(Cl)c(S(=O)(=O)NCc2ccccc2)c1,-5%,14%,0,-2%,28%,47,9%,24,22%
O=C(C(=O)N1CCN(c2ccccc2F)CC1)c1ccccc1,.,-12%,2,.,11%,-9,27%,3,20%
CCCNc1ncnc2[nH]ncc12,3%,0%,15,6%,-1%,0,0%,19,0%
O=C(Nc1ccc(Br)cc1)c1cccc(-n2cnnn2)c1,2%,-5%,7,13%,0%,4,-3%,-8,-3%
Cc1ccc(CCNC(=O)Cc2ccc(NC3=NC4CS(=O)(=O)CC4S3)cc2)cc1 (stereo not drawn),-2%,0%,1,5%,12%,13,6%,-20,22%
Cc1ccc(S(=O)(=O)N2C(=O)CCC2C(=O)N2CCCCC2)cc1 (stereo not drawn),-55%[inhibitor],5%,3,-2%,-3%,5,4%,27,5%
COc1ccc(N2CCN(CC(=O)c3c(C)n(C)c4ccc(OC)cc34)CC2)cc1,-45%[inhibitor],-20%,-11,9%,7%,9,-9%,.,0%
CCOC(=O)C(CCCOc1ccccc1)C(=O)OCC,-5%,-1%,-11,4%,-3%,6,9%,7,17%
COc1ccc(-c2cc(-c3ccc4c(c3)NC(=O)CO4)nc3c2COc2ccc(F)cc2-3)cc1,.,0%,-3,-2%,0%,.,.,.,.
COc1cccc(NC(=O)c2cc(-c3ccc(OC)cc3OC)nc3ccccc23)c1,4%,-3%,-1,22%,-13%,9,-14%,20,0%
Cc1cccc(-n2c(C)nc3cc(C(=O)NCC4CCCO4)ccc32)c1 (stereo not drawn),-13%,-14%,0,0%,-2%,-11,2%,-22,6%
CCC(=O)N1N=C(c2ccc(NS(C)(=O)=O)cc2)CC1c1ccc(C)cc1 (stereo not drawn),0%,-9%,-16,4%,2%,3,-7%,-2,1%
COc1cc(CN2CCN(Cc3ccc(C)cc3)C(CCO)C2)cc(OC)c1O (stereo not drawn),-2%,-5%,-34,13%,-3%,?,-3%,1,-4%
O=C(OCC(=O)N1CCc2ccccc21)c1nc(Cl)ccc1Cl,-32%[inhibitor],15%,3,-2%,3%,-7,7%,19,3%
CN(C)/C=C1/C(=O)Nc2ccccc21,1%,-10%,-1,-8%,-1%,-7,4%,7,-5%

Look-ups from the list.
For HT1080 IDH1KD tx, `O=C(OCc1cc(=O)n2cc(Br)ccc2n1)c1ccc(Cl)c(S(=O)(=O)NCc2ccccc2)c1` has the entry 9%
For KB-V1 MDR tox, `O=Cc1ccccc1-c1cn(CCCOCc2ccccc2)nn1` has the entry 19%&-27%
For SW480 rereplic, `CCOc1ccc(N2C(=O)c3ccccc3C2=O)cc1` has the entry -12%
For D3 antag, `O=C(Nc1cccc(O)c1)C(Cc1ccccc1)N1C(=O)c2cccc3cccc(c23)C1=O` (stereo not drawn) has the entry 2
